Compound activity as filed in PubChem.
MgcRacGAP inhibition: MgcRacGAP GTPase-activating activity inhibitors, confirmation, biochemical, ADP Hunter fluorescence; MgcRacGAP-stimulated Rac1 GTP hydrolysis, ADP Hunter fluorescence; higher % means a stronger effect; GST-tagged Rac1 F28L mutant substrate; inhibition, % at 30 µM, or IC50 in µM where a hit was titrated; 340,000 compounds, 0.6% hits; AID 624330;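 active = first-screen hits whose inhibition reached a set limit at any dose in the follow-up dose series; inconclusive = inhibition above the set first-screen limit but never retested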;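 note: fluorescence reports GDP produced by GAP-driven GTP hydrolysis; strong numbers were not always called active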
NTR1 ag: agonists of NTR1, primary screen, imaging, U2OS cells, beta-arrestin-GFP, high content (AID 493036); P30989; activation, % at 20 µM; 330,000 compounds, 0.17% hits; NTR1-U2OS beta-arrestin-GFP spot imaging, agonist mode;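 active = activation at or above 40% of the spot to cytoplasm intensity ratio, with at least 20 cells analyzed; inconclusive = wells under 20 cells, flagged as cytotoxic or low count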;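 note: 0% = DMSO without peptide and 100% = 100 nM NTR1 peptide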
Target sequence (P30989 whole entry, looked up): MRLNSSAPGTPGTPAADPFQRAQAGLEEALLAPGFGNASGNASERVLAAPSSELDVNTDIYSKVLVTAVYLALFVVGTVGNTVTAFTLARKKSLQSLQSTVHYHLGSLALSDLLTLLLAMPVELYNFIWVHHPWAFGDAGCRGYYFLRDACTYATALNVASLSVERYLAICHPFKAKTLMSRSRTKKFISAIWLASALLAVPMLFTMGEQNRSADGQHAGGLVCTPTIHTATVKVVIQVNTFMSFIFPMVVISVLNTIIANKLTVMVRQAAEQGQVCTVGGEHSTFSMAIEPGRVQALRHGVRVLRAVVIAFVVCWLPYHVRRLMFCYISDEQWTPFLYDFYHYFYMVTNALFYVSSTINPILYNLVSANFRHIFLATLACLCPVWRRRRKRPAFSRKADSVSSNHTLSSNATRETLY
GPR55 beta-arrestin: selective activators of receptor GPR55 – imaging, U2OS cells, beta-arrestin-GFP redistribution, primary screen (AID 1961) | activation, % at 10 µM, or EC50 in µM where a hit was titrated | U2OS GPR55 beta-arrestin-GFP redistribution imaging; higher % means a stronger effect | 290,000 compounds, 0.048% hits;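 active = activation above 40% with more than 50 cells counted in the well; inconclusive = wells holding fewer than 50 cells, flagged as toxic or sparse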;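 note: U2OS osteosarcoma cells stably expressing GPR55 and beta-arrestin-GFP; plate controls were DMSO negative control for no effect and LPI positive control for full effect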
NS5 inhibitors: Dengue-2 NS5 methyltransferase inhibitors, primary screen, biochemical, confirmation dose response (AID 588689); 340,000 compounds, 0.3% hits; Dengue-2 NS5 methyltransferase capping enzyme assay, biochemical; higher % means a stronger effect; one-dose inhibition, % at 25 µM; IC50 in µM for titrated hits; in the data active = a potency from the dose series; inconclusive = inhibition above about 29% without an active follow-up result
Yfh1-depleted yeast: enhancers of respiration in Yfh1-depleted yeast, dose response, Friedreich's ataxia, plus single-dose screen (AID 1465); S. cerevisiae Yfh1-off respiration, WST-1 reduction, 72 h; higher fold induction means a stronger effect; one-dose fold induction at 50 µM; EC50 in µM for titrated hits; 220,000 compounds, 0.074% hits;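 active = fold induction of absorbance versus untreated yeast above a set limit, then at least 30% activation at any dose in follow-up; inconclusive = repeats straddling the limit, or above it without dose testing; inactive = fold induction below the set limit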;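 note: activators that raise dye reduction in frataxin-depleted yeast; strong numbers were not always called active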
SV40 large T antigen: TAg ATPase/helicase activity blockers – biochemical (AID 1903) | one-dose inhibition, % at 20 µM; IC50 in µM for titrated hits | 310,000 compounds, 0.39% hits | SV40 large T antigen ATPase/helicase inhibition assay; higher % means a stronger effect; in the data active = a potency from the dose series; inconclusive = inhibition mostly from about 32% at the one dose, without a potency; inactive = the rest, 99 in 100 with inhibition below about 32%; note: strong numbers were not always called active
AID2073: disruptors of CaV2.2 binding to Mint1 – biochemical, HTRF (AID 2073). HTRF protein-protein interaction, Mint1-CaV2.2; higher % means a stronger effect. one-dose inhibition, % at 20 µM; IC50 in µM for titrated hits. 290,000 compounds, 0.19% hits; in the data active = inhibition mostly above about 51%, no sharp cut-off; inconclusive = no clear call, values can overlap the other calls; inactive = mostly below about 53%; note: some results filed as inactive read as strong as hits
GPR35 arrestin U2OS: GPR35 antagonists blocking zaprinast-driven arrestin recruitment, primary screen, imaging, U2OS, beta-arrestin-GFP, zaprinast agonist (AID 2058); U2OS GPR35 beta-arrestin-GFP translocation imaging, zaprinast antagonism; higher % means a stronger effect; one-dose inhibition, % at 10 µM; IC50 in µM for titrated hits; 290,000 compounds, 0.052% hits;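 active = inhibition of at least 50% with at least 30 cells and total cytoplasm GFP at most 10,000,000; inconclusive = under 30 cells or total GFP of 10,000,000 plus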
GPR55 LPI antagonism: GPR55 antagonists blocking LPI-driven arrestin recruitment, primary screen, imaging, U2OS, beta-arrestin-GFP, LPI agonist (AID 2013); 290,000 compounds, 0.13% hits; U2OS GPR55 beta-arrestin-GFP translocation imaging, LPI antagonism; higher % means a stronger effect; inhibition, % at 10 µM, or IC50 in µM where a hit was titrated;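 active = spots per cell inhibited over 60%, with over 100 cells counted and total cytoplasm intensity under 500,000; inconclusive = wells with under 100 cells, flagged as likely toxic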;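 note: U2OS cells stably carrying GPR55 and arrestin-GFP stimulated by 5 µM LPI near EC80; imaged beta-arrestin-GFP aggregate spots per cell after agonist stimulation; plate controls were LPI-stimulated DMSO wells for no effect and DMSO wells without LPI for full effect; some results filed as inactive read as strong as hits; confirmed hits need IC50 under 10 µM and bright autofluorescent wells are also inconclusive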
NTR1 ag cell count 20 µM: also measured in NTR1 ag; calls as there; cell count; measured here: cell count, cytotoxicity flag
NS5 inhibitors pilot replicate: also measured in NS5 inhibitors; calls as there; inhibition, %; measured here: pilot screen replicate inhibition
* = called active by the depositor; i = inactive; ? = inconclusive; nt = not tested or not shown. Compounds were not picked by outcome. Share with any hit: about 1.7%.

SMILES | MgcRacGAP inhibition | NTR1 ag | NTR1 ag cell count 20 µM | GPR55 beta-arrestin | NS5 inhibitors | Yfh1-depleted yeast | SV40 large T antigen | AID2073 | GPR35 arrestin U2OS | GPR55 LPI antagonism | others
O=C(O)CC/C(=N/NC(=O)c1ccc(-c2ccccc2)cc1)c1ccccc1 | 12% | 0.3 | 52 | -0.2% | 5% | nt | 11% | 1% | -6% | 2%
COc1ccc(OC)c(NC(=O)c2ccc(NS(C)(=O)=O)cc2)c1 | 6% | -0.5 | 62 | -0.1% | -5% | i | 5% | 5% | -5% | 10%
COc1cccc(/C=C2\CCC(C3CCCC3)C2=O)c1OC (stereo not drawn) | 9% | 6.1 | 93 | 0.2% | 0% | nt | 7% | 14% | 1% | 3%
O=C(CSc1ccc2nnc(-c3ccccn3)n2n1)Nc1ccccc1C(F)(F)F | 7% | -0.1 | 54 | 0.2% | -1% | nt | 16% | 24% | 4% | 4%
Cc1cccc(OCC(=O)NCC(=O)N/N=C/c2c(C)[nH]c3ccccc23)c1 | 11% | 4.4 | 57 | -0.1% | 0% | i | 9% | 6% | 21% | 4%
CCOC(=O)C1=NNC2(c3ccc(C)cc3)C(=O)N(c3ccc(Cl)cc3)C(=O)C12 (stereo not drawn) | 0% | 1.1 | 31 | 0.5% | -3% | i | 4% | 4% | 11% | -14%
C=CCn1c(SCC(=O)Nc2ccccc2C)nnc1-c1ccncc1 | 9% | 0.7 | 46 | -0.2% | 0% | i | 4% | 3% | -14% | 0%
COc1ccccc1NC1=Nc2cccc3cccc1c23 | nt | 0.6 | 57 | -0.1% | nt | i | 4% | -6% | -8% | -5%
Cc1cccn2cc(-c3ccc(NC(=O)Cc4ccccc4)cc3)nc12 | 14% | -1.5 | 81 | 0.7% | -3% | i | 22% | 40% | -1% | 9%
O=P(OC1CCCCC1)(OC1CCCCC1)C(O)c1ccc(Cl)cc1Cl (stereo not drawn) | 7% | 14 | 75 | 0.0% | -4% | i | -5% | 18% | 11% | -5% | NS5 inhibitors pilot replicate=4.2
CCOCCn1c(N2CCCC2)nc2c1c(=O)n(C)c(=O)n2C | 11% | -0.3 | 74 | 0.2% | -3% | nt | 23% | 9% | 2% | 9% | NS5 inhibitors pilot replicate=-1.5
CC(=O)OC(COc1cccc(C)c1)Cn1cnc2ccccc21 (stereo not drawn) | -3% | 1.9 | 78 | -0.1% | -7% | i | 24% | 5% | 4% | 13%
COc1ccc(OC)c(C2C(C(=O)c3ccco3)=C(O)C(=O)N2Cc2cccnc2)c1 (stereo not drawn) | 5% | 0.9 | 60 | 0.4% | 0% | nt | 22% | 6% | 11% | 10%
C=CCn1c(C)cc(C(=O)COC(=O)/C=C/c2c(C)nn(C3CCS(=O)(=O)C3)c2Cl)c1C (stereo not drawn) | 5% | 2.8 | 53 | nt | 1% | nt | 27% | nt | nt | nt
CN(C)c1nc(NCc2ccccc2)nc(N/N=C/c2ccc(Br)cc2)n1 | 3% | 2.7 | 76 | -0.1% | 0% | i | 6% | -7% | 1% | 4%
CCC(C)(c1nnnn1-c1c(C)cccc1C)N(N=O)c1cccc(C(F)(F)F)c1 (stereo not drawn) | 5% | -1.0 | 35 | -0.2% | 1% | i | 6% | 14% | 14% | 4%
CCOC(=O)N1CCN(C(=O)CN2C(=O)COc3ccc(C)cc32)CC1 | 2% | -0.5 | 88 | 0.3% | -6% | i | 0% | 16% | 3% | -7%
CC(=O)/C(C#N)=C1\NC(=O)C(Cc2cc(Cl)ccc2Cl)S1 (stereo not drawn) | 7% | -0.4 | 54 | -0.1% | 14% | i | 14% | 29% | 7% | -12%
COc1ccccc1-c1nc2ccccc2c(=O)n1NC(=O)c1cccs1 | 8% | -1.0 | 54 | -0.2% | -4% | i | 5% | -1% | -9% | 8%
O=C(NCCCc1ccccc1)c1cncc(Br)c1 | 8% | 0.3 | 60 | 0.0% | -7% | nt | 8% | -5% | -2% | 2%
O=C(N[C@@H](Cc1c[nH]c2ccccc12)C(=O)NC1CC1)c1ccccc1Cl | 12% | 0.1 | 54 | 0.6% | -1% | i | 3% | -2% | -4% | 7%
COc1ccccc1N1C(=O)CC(N2CCN(c3ccc([N+](=O)[O-])cc3)CC2)C1=O (stereo not drawn) | 6% | 0.2 | 40 | 0.1% | -22% | nt | 16% | 5% | -14% | 5%
CC(C)CC(=O)Nc1ccc(Oc2ccc(NC(=O)CC(C)C)cc2)cc1 | 2% | 0.8 | 89 | 0.2% | -7% | i | 10% | 8% | 12% | 2%
Cc1ccc(NC(=O)CSC2=NN3CCCC(=O)N=C3S2)c(C)c1 | 9% | -1.3 | 83 | -0.1% | -1% | nt | 0% | 3% | -1% | -2%
Cc1cc(C)cc(N(CC(=O)N/N=C/c2ccncc2)S(=O)(=O)c2ccccc2)c1 | 5% | 0.5 | 74 | -0.3% | 1% | i | 1% | 0% | -7% | 8%
SMILES | MgcRacGAP inhibition | NTR1 ag | NTR1 ag cell count 20 µM | GPR55 beta-arrestin | NS5 inhibitors | Yfh1-depleted yeast | SV40 large T antigen | AID2073 | GPR35 arrestin U2OS | GPR55 LPI antagonism | others
C=CCn1cc(C(=O)N2CCc3ccccc3C2)c(=O)c2cc(S(=O)(=O)N(CC)CC)ccc21 | 0% | -1.0 | 74 | 0.5% | -3% | i | 12% | -2% | -4% | 3%
CCCn1nc(C(=O)NNC(=O)CCOc2ccccc2OCC)c2ccccc2c1=O | 6% | -0.7 | 47 | nt | 1% | nt | 6% | nt | nt | nt
CN1CCC(NC(=O)Nc2cccc(C(F)(F)F)c2)CC1 | 3% | -0.2 | 45 | -0.2% | -13% | i | 7% | 8% | -9% | -4%
Cc1ccc(S(=O)(=O)Cc2cc(-c3ccc(Cl)cc3)no2)cc1 | 5% | 2.8 | 35 | -0.1% | -2% | i | 9% | 6% | -14% | -3%
CC(Oc1ccccc1)C(=O)Nc1oc(-c2ccco2)c(-c2ccco2)c1C#N (stereo not drawn) | -10% | -1.6 | 69 | 0.0% | -19% | i | 35% | 39% | 4% | 15%
CCc1c(C)nc(N)n2c(SCC(=O)N3CCN(c4ccccc4F)CC3)nnc12 | nt | nt | nt | -0.2% | nt | nt | nt | -6% | 14% | -3%
C=C(C)C1CCC(C)=C1CC(C)(C)/C=N\n1cnnc1 (stereo not drawn) | 4% | 1.0 | 49 | 0.0% | -4% | i | 20% | 8% | 6% | -7%
c1ccc(-c2nc3ccccc3[nH]2)nc1 | 7% | -0.7 | 68 | 0.2% | -3% | i | 7% | 8% | 1% | -2%
Cc1ccc(-n2nnnc2SCC(=O)Nc2ccccc2-c2ccccc2)cc1C | 12% | 15 | 53 | -0.1% | -2% | i | 4% | 4% | 8% | 2%
CC(C)CNC(=S)N(CCCO)Cc1cc2cc3c(cc2[nH]c1=O)OCO3 | 10% | 0.9 | 67 | -0.1% | 2% | nt | 3% | -39% | 3% | 10%
Cc1cc(C(=O)NC(C)c2ccccc2)c2cc(F)ccc2n1 (stereo not drawn) | 2% | 1.2 | 37 | -0.1% | 4% | i | 6% | 5% | -14% | 8%
Cc1ccc(/C=C/C(=O)Nc2nnc(C)s2)o1 | 5% | 0.3 | 56 | -0.1% | -6% | i | 7% | 3% | -3% | 2%
O=C(NC1CCCCC1)c1cc([N+](=O)[O-])ccc1N1CCCC1 | 5% | -0.6 | 58 | -0.1% | -4% | nt | 2% | 48% | 21% | -4%
Cc1ccc2nc(N(CCN3CCOCC3)C(=O)CCS(=O)(=O)c3ccccc3)sc2c1 | 5% | 2.2 | 50 | nt | -2% | nt | 8% | nt | nt | nt
CCC(=O)NCc1cc(-c2nn(C)c(=O)c3ccccc23)ccc1OC | -2% | 1.3 | 40 | -0.1% | -5% | i | 5% | 16% | 0% | 2%
CCC(=O)N1CCN(c2ccc(NC(=O)c3ccc(N4CCOCC4)c([N+](=O)[O-])c3)cc2)CC1 | 10% | 0.6 | 62 | -0.2% | 1% | nt | 28% | 6% | 10% | 7%
CC(C)(C)C(=O)Cn1ncc(Br)c(Br)c1=O | 8% | nt | nt | -0.1% | -6% | i | 7% | 1% | 2% | 4%
Cc1nc(S/C(=C/c2ccc(-c3cc(Cl)ccc3C)o2)C(=O)O)n[nH]1 | 6% | 11 | 61 | 0.3% | ? | i | 7% | 20% | 6% | -4%
NC(=O)COC(=O)CCSc1ccc(Cl)cc1 | 5% | -0.5 | 36 | 0.1% | 0% | i | 11% | 0% | 4% | -12%
Cc1cccc(C(=O)Nc2cc(Cl)ccc2-n2cncn2)c1[N+](=O)[O-] | 11% | -1.5 | 46 | nt | -5% | nt | 14% | nt | nt | nt
CNC(=O)C12CC3CC(C1)CC(c1ccc(C)cc1)(C3)C2 | 9% | 0.8 | 50 | 0.8% | -2% | nt | 5% | 10% | -4% | -29%
NC(=O)NOCc1ncc(C(F)(F)F)cc1Cl | -1% | -1.2 | 37 | -0.2% | -5% | i | -6% | -2% | 2% | -4%
COc1ccc(-c2nnc(-c3ccccc3)o2)cc1OC | 7% | 0.8 | 61 | 0.3% | -4% | nt | 10% | 30% | -8% | 7%
COc1ccc(NC2=C(C(C)=O)C(c3ccc4c(c3)OCO4)C(C(C)=O)C(C)(O)C2)cc1 (stereo not drawn) | 11% | -0.5 | 70 | -0.1% | 0% | i | -7% | 10% | 6% | -9%
CSCCC(NC(=O)c1ccc(Cl)cc1)C(=O)OCC(=O)N1CCCC1=O (stereo not drawn) | 9% | -0.2 | 60 | nt | -3% | nt | 9% | nt | nt | nt
COc1ccc(-c2cc(=O)c3ccccc3s2)cc1 | 2% | 4.3 | 45 | -0.2% | -4% | i | 1% | 8% | -11% | -6%
CCCCOc1ccc(C(=O)N/C(=C\c2cccc([N+](=O)[O-])c2)C(=O)OCc2ccco2)cc1 | 8% | 1.5 | 66 | -0.1% | -8% | i | 6% | 18% | 20% | 0%
Cc1ccccc1NC(c1cccc(Cl)c1)c1nnnn1C1CCCCC1 (stereo not drawn) | 8% | 16 | 63 | 0.1% | -2% | i | ? | 11% | 2% | 8%
CCOc1ccc(N2C(=O)CC(NCCc3c[nH]c4ccccc34)C2=O)cc1 (stereo not drawn) | 6% | -1.3 | 93 | -0.1% | -6% | i | 1% | 2% | -9% | -14%
COc1ccc(S(=O)(=O)N(CC(=O)NCC2CCCO2)Cc2ccccc2)cc1 (stereo not drawn) | 1% | -0.1 | 51 | 0.4% | -3% | nt | 8% | 23% | 1% | -4%
